# KOR beta-arrestin-1 – kappa opioid receptor blockers – cell-based, luminescence, uHTS (AID 1778); KOR beta-arrestin recruitment, luminescence, antagonist mode; higher % means a stronger effect; hit rate 0.091% among 290,000; inhibition, % at 10 µM; hits with a dose series show IC50 in µM; also: strong numbers were not always called active
# Yfh1-depleted yeast – enhancers of respiration in Yfh1-depleted yeast, dose response, Friedreich's ataxia, plus single-dose screen (AID 1465) | fold induction at 50 µM, or EC50 in µM where a hit was titrated | hit rate 0.074% among 220,000 | S. cerevisiae Yfh1-off respiration, WST-1 reduction, 72 h; higher fold induction means a stronger effect;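 active = fold induction of absorbance versus untreated yeast above a set limit, then at least 30% activation at any dose in follow-up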;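 also: activators that raise dye reduction in frataxin-depleted yeast; strong numbers were not always called active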
# NOD1 NF-kB reporter – inhibition of NOD1-driven NF-kB reporter – cell-based, luminescence, uHTS, primary screen (AID 1578). NOD1-driven NF-kB luciferase reporter cells, luminescence; higher % means a stronger effect. inhibition, % at 4 µM; hits with a dose series show EC50 in µM. hit rate 1% among 290,000; in the data active = inhibition mostly above about 36%, no sharp cut-off; inactive = mostly below about 34%;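 also: HEK-293T reporter cells stimulated with the NOD1 agonist gamma-tri-DAP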
# TNAP activation fold – human TNAP enzyme activators, primary screen, biochemical, luminescent, no phosphate acceptor, uHTS (AID 1001); purified TNAP, luminescent activation assay, no phosphate acceptor; higher activation fold means a stronger effect; one-dose activation fold at 20 µM; EC50 in µM for titrated hits; hit rate 0.03% among 200,000; in the data active = activation fold from about 3, or a potency from the dose series; inactive = the rest, 99 in 100 with activation fold below about 1.6; also: many of its hits are not listed in these tables
# GPR55 activation – GPR55 agonists via beta-arrestin recruitment, primary screen, imaging, U2OS cells, beta-arrestin-GFP redistribution (AID 1961); U2OS GPR55 beta-arrestin-GFP redistribution imaging; higher % means a stronger effect; one-dose activation, % at 10 µM; EC50 in µM for titrated hits; hit rate 0.048% among 290,000;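 active = activation above 40% with more than 50 cells counted in the well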;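 also: U2OS osteosarcoma cells stably expressing GPR55 and beta-arrestin-GFP; plate controls were DMSO negative control for no effect and LPI positive control for full effect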
# KOR beta-arrestin-2 – KOR agonists, beta-arrestin recruitment, primary screen, cell-based, luminescence, uHTS (AID 1777) | KOR beta-arrestin recruitment, luminescence; higher % means a stronger effect | activation, % at 10 µM, or EC50 in µM where a hit was titrated | hit rate 0.02% among 280,000; in the data active = activation above about 50%, passing the limit was not always enough; also: a part of the inactive calls stands beside numbers as strong as those of hits
# CSM14.1 death rescue – rescue of cells from ER stress-induced death, primary screen, 384-well, CSM14.1, thapsigargin, ATP luminescence (AID 1222); CSM14.1 thapsigargin-induced death rescue, ATP luminescence; higher % means a stronger effect; one-dose cellular ATP content (survival), % at 20 µM; EC50 in µM for titrated hits; 190,000 tested, under 10 active;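 active = EC50 below 50 µM in the dose-response confirmation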;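 also: death triggered by thapsigargin at about 15 µM added after 2 h compound pretreatment; cell ATP read after overnight thapsigargin exposure of roughly 18 to 22 hours; normalized against plate controls of thapsigargin alone and 5% DMSO vehicle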
# NOD2 inhibition – inhibition of NOD2-driven NF-kB reporter – cell-based, luminescence, uHTS, HEK293 (AID 1566). HEK293 NOD2/NF-kB luciferase reporter, luminescence; higher % means a stronger effect. one-dose inhibition, % at 4 µM; EC50 in µM for titrated hits. hit rate 0.63% among 290,000; also: many of its hits are not listed in these tables
# NTR1 ag – NTR1-driven beta-arrestin-GFP spot formation – imaging, U2OS cells, high content, primary screen (AID 493036). P30989. agonist mode. activation, % at 20 µM. hit rate 0.17% among 330,000;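 active = activation at or above 40% of the spot to cytoplasm intensity ratio, with at least 20 cells analyzed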;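 also: 0% = DMSO without peptide and 100% = 100 nM NTR1 peptide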
# Target sequence (P30989 whole entry, looked up): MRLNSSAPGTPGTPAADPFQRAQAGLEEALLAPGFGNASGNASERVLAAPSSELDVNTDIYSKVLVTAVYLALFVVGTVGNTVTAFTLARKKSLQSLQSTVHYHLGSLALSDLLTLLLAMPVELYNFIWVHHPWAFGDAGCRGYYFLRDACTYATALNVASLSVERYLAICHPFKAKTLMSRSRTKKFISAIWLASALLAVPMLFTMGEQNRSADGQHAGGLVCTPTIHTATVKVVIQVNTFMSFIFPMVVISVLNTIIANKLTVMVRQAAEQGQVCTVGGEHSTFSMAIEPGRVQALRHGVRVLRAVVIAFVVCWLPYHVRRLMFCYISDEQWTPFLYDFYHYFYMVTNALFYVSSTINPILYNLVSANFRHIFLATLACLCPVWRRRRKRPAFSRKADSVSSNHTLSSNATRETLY
# NTR1 ag cell count 20 µM – second read-out of NTR1 ag, no call of its own (marks repeat the call); cell count; measured here: cell count, cytotoxicity flag
# Numbers without * were called inactive; i = inactive; · = not tested or not shown; [ ] = another dose, or the depositor's remark. Rule as the data show it, unless noted: active = inhibition above about 50%; inactive = the rest. A portion of the library (hit frequency here may not be typical).
SMILES | KOR beta-arrestin-1 | Yfh1-depleted yeast | NOD1 NF-kB reporter | TNAP activation fold | GPR55 activation | KOR beta-arrestin-2 | CSM14.1 death rescue | NOD2 inhibition | NTR1 ag | NTR1 ag cell count 20 µM
Cc1ccc(CN2CCN(Cc3ccccc3F)CC2)cc1 | 1% | i | -32% | 1.1 | -0.1% | -2.4% | -1.1% | -14% | 3.0 | 36
C=CCn1c(O)c(/C(CC)=N/NC(=S)Nc2ccccc2)c(=O)[nH]c1=O | 10% | i | -12% | · | -0.2% | 2.0% | · | 0% | -0.4 | 50
Cc1ccc(N2C(=O)/C(=C/c3ccc(CN(CCC#N)S(C)(=O)=O)o3)C(=O)NC2=S)cc1 | 18% | i | 12% | 0.9 | 0.0% | -0.4% | -0.6% | 13% | -1.6 | 49
Cc1ccc2c(c1)N(C(C)C(=O)N1CCC3(CC1)OCCO3)C(=O)CO2 (stereo not given) | -8% | · | -21% | · | -0.1% | -3.1% | · | 15% | -0.4 | 40
CCN1CCC2(CCNC2)C1 (stereo not given) | -43% | i | -8% | 1.1 | 0.0% | 7.6% | -2.7% | -6% | -2.3 | 93
C#C[C@]1(O)CC[C@H]2[C@@H]3CCC4=CC(=O)CC[C@]4(C)[C@H]3CC[C@@]21C | -22% | i | -20% | 1.1 | -0.1% | -1.5% | -2.4% | 18% | -0.1 | 61
COc1ccc(/C=C2\C(=O)NC(=O)N(Cc3ccccc3)C2=O)c(OC)c1OC | 4% | i | -25% | 1.1 | 0.4% | 1.8% | -1.7% | 2% | 1.7 | 98
CCCCn1c(N)c(N(CCOC)C(=O)CN2CC=C(c3ccccc3)CC2)c(=O)[nH]c1=O | 11% | i | -20% | 1.1 | 0.0% | 0.5% | -4.5% | 7% | 1.1 | 32
Cc1cc(=O)oc2cc(OCC(=O)N3C[C@H]4C[C@@H](C3)c3cccc(=O)n3C4)ccc12 | -18%[20 µM] | · | -34% | · | -0.2% | -2.7% | · | 7% | -3.5 | 81
CCNC(=O)[C@H]1O[C@@H](n2cnc3c(N)ncnc32)[C@H](O)[C@@H]1O | -24% | i | -6% | 1.1 | -0.5% | 8.7% | -0.8% | -24% | 4.7 | 68
Cc1cc(C)nc(N2Cc3ccccc3C2=N)n1 | 7% | i | -23% | 1 | -0.3% | -4.4% | 1.4% | 2% | 0.1 | 60
NS(=O)(=O)c1ccc(N2CCNCC2)cc1 | -13%[20 µM] | i | -5% | 1.1 | -0.1% | -4.0% | 0.5% | 2% | 0.5 | 53
COc1ccc(C)cc1NC1=NC(C)(C)CS1 | -9% | i | -22% | 1.1 | -0.3% | -1.4% | · | 13% | 1.3 | 50
C=COCCn1c(C)c(C(C)=O)c2cc(O)ccc21 | 13%[20 µM] | i | 12% | 1 | -0.3% | -3.8% | 1.9% | 18% | 0.1 | 23
Cc1ccc(-c2csc(N3CCN(CCCn4c(-c5ccncc5)nc5ccccc54)CC3)n2)cc1 | -57%[20 µM] | · | 6.1µM* | · | -0.1% | 1.4% | · | 12µM* | 8.3 | 102
Cc1ccccc1CN1CCN(C(=O)Cc2ccccc2)CC1 | -3%[20 µM] | i | -39% | 1.1 | 0.2% | -3.6% | -0.3% | -24% | 1.3 | 31
CC(=O)c1c(C)n(Cc2ccccc2Cl)c2ccc(O)cc12 | -129%[20 µM] | i | 21% | 1 | 0.1% | 23% | 0.7% | 11% | 1.5 | 45
Cc1cccc(-n2c(C)nc3ccccc3c2=O)n1 | 8% | i | -21% | 1.1 | 0.1% | -4.1% | 1.2% | 8% | -4.1 | 92
CCOC(=O)C(NC(=O)C(Cc1ccc(N(CCCl)CCCl)cc1)NC(C)=O)C(C)C (stereo not given) | -13%[20 µM] | i | -26% | 1.1 | -0.1% | -3.9% | 0.4% | 21% | 1.2 | 58
CC(C)COP(=O)(OCC(C)C)C(O)c1cccnc1 (stereo not given) | -4% | i | -4% | 1 | 1.0% | 5.2% | 4.9% | 8% | 0.7 | 71
O=C1CC(=O)N(c2ccccc2F)C(=O)N1 | 2% | · | -11% | · | 1.0% | -1.1% | · | 8% | -0.8 | 36
C[C@H]1CC[C@@]2(C)[C@@H](CC[C@@H]3[C@@H]2CC[C@]2(C)[C@@H](O)CC[C@@H]32)C1 | -1% | i | 2% | · | 0.0% | 3.0% | · | 21% | 13 | 61
O=c1[nH]c(=O)n(Cc2ccccc2Cl)c(O)c1C=Nc1ccc(F)cc1 | -3% | i | -8% | 1 | 0.2% | -1.0% | -0.6% | 25% | -0.6 | 96
Cc1ncc([N+](=O)[O-])n1CCOC(N)=O | 9% | i | 9% | · | 1.3% | 0.3% | · | 12% | 0.2 | 46
C=C(COC(C)=O)CC1CC(O)[C@]2(C)OC3CC4OC5C[C@]6(C)O[C@]7(C)CCC8OC9C[C@]%10(C)OC%11C(C)=CC(=O)OC%11CC%10OC9C[C@@H](C)C8OC7CC6O[C@]5(C)C/C=C\C4OC3CC2O1 (stereo not given in full) | 17% | i | -2% | · | -0.1% | 0.8% | · | 20% | -0.5 | 78
N=C1c2ccccc2CN1c1ccc(F)c([N+](=O)[O-])c1 | 3% | i | 2% | · | 0.3% | 2.3% | · | 23% | 1.8 | 48
O=C(c1ccc(Cl)cc1)C12CN3CN(CN(C3)C1)C2 | 0% | i | -8% | 1 | -0.2% | 11% | -1.0% | 0% | -0.1 | 53
COc1ccc(Cn2c(O)c(C=NCCCn3ccnc3)c(=O)[nH]c2=O)cc1 | -2% | i | 4% | 1 | 0.0% | -2.8% | 0.2% | 14% | 1.4 | 45
Cc1cccc(CS(=O)(=O)Cc2ccc(C(=O)N3CCC4(CC3)OCCO4)o2)c1 | -11% | i | -11% | 1.1 | 0.3% | 0.5% | -0.7% | 3% | 1.3 | 39
O=C(O)CC1OCC=C2CN3CCC45c6ccccc6NC4C1C2CC35 (stereo not given) | -1% | i | 8% | · | 0.0% | 7.7% | · | 29% | 0.6 | 95
CCOc1ccc(-n2c(O)c(C=NCCN(CC)CC)c(=O)[nH]c2=O)cc1 | 7% | i | -26% | 1.1 | -0.1% | -6.5% | · | 8% | 1.5 | 94
COc1ccc(-n2c(=O)[nH]c3ccccc3c2=O)cc1 | -22% | i | -16% | 1 | -0.1% | 4.8% | -0.5% | -14% | 1.8 | 62
C=CCN1C(=O)NC(=O)/C(=C/c2cc3c4c(c2)CCCN4CCC3)C1=O | -11% | i | -28% | 0.8 | 0.8% | -1.9% | -1.4% | 10% | -0.7 | 98
Cc1nc2ccccc2c(=O)n1-c1ccccn1 | -30% | i | 0% | 1.2 | -0.1% | 0.2% | -1.4% | 9% | -0.6 | 53
NC(Cc1ccccc1)c1nc(-c2ccccc2)no1 (stereo not given) | 14% | i | -4% | · | -0.1% | 0.2% | · | -26% | 0.6 | 52
O=C1NC(=O)C2=Cc3ccc(O)cc3OC2(O)N1 (stereo not given) | 8% | i | -10% | 0.8 | 0.5% | -0.8% | -0.2% | 18% | · | ·
c1ccc2sc(NC3=NCCN3)nc2c1 | -26% | i | -38% | 1.1 | -0.2% | 0.9% | -3.8% | -32% | 2.0 | 80
Cc1ccc(-n2c(CNCc3ccc(F)cc3)nc3ccccc3c2=O)cc1 | 30%[20 µM] | · | -29% | · | -0.1% | -3.5% | · | 0% | 2.3 | 55
Cc1ccc(C(C)C)c(OCc2ccc(-c3nnco3)cc2)c1 | -14% | i | 13µM* | 1.1 | 0.2% | -3.5% | -2.8% | 15µM* | 0.6 | 56
O=c1c2ccccc2nc(-c2ccccc2F)n1-c1ccccc1 | -10% | · | -22% | · | -0.1% | 1.3% | · | 1% | 0.0 | 72
Cc1c(CC(=O)N2C[C@H]3C[C@@H](C2)c2cccc(=O)n2C3)c(=O)oc2cc(O)c(Cl)cc12 | -21%[20 µM] | · | -30% | · | -0.2% | 0.9% | · | -1% | -2.8 | 90
COc1ccc(-n2c(O)c(C=Nc3c(C)n(C)n(-c4ccccc4)c3=O)c(=O)[nH]c2=O)cc1 | 33% | i | 12% | 1 | 0.0% | -3.7% | 0.1% | 7% | -2.0 | 50
O=C(Nc1cccc(Cl)c1)OC1CN2CCC1CC2 (stereo not given) | -4% | i | -9% | · | -0.2% | -0.2% | · | -58% | 0.8 | 56
CN1C(=O)C(=Cc2cccnc2)C(=O)N(C)C1=O | -8% | i | -6% | · | -0.1% | 6.9% | · | -2% | -1.2 | 44
CCCc1cc(=O)oc2cc(OCC(=O)N3CCC(C(=O)O)(c4ccccc4)CC3)ccc12 | 25%[20 µM] | · | -37% | · | 0.7% | -4.0% | · | 6% | 0.8 | 76
O=C1NC(=O)C(CCc2ccccn2)(Cc2cccc(Cl)c2Cl)C(=O)N1c1ccc(Br)cc1 (stereo not given) | -8% | i | -13% | 1.2 | 0.5% | 1.3% | 3.2% | 3% | 7.9 | 83
CCN1CCN(C(=O)Cc2c(C)n(C(=O)c3ccc(Cl)cc3)c3ccc(OC)cc23)CC1 | 10% | i | -30% | 1.1 | 1.1% | 2.0% | 1.5% | -5% | 5.7 | 53
CC(=O)c1c(C)[nH]c(C(=O)Nc2nc(-c3ccc(-c4ccccc4)cc3)cs2)c1C | -16% | i | 3.8µM* | 1 | -0.1% | -0.2% | -2.2% | 14µM* | 37 | 69
CCN(CC)C(=O)c1ccc(NC(=O)COc2ccc([N+](=O)[O-])cc2Cl)cc1 | 0% | i | -4% | 1 | -0.3% | 3.0% | -1.9% | 10% | -0.6 | 34
CC(C)Sc1nnc(OC(=O)N(C)C)n1-c1ccccc1 | -14% | i | 1% | · | -0.2% | 0.0% | · | 12% | -0.7 | 66
CCN(CC)CCNC(=O)c1c(O)c2ccccc2n(Cc2ccccc2)c1=O | 10% | i | -6% | 1 | 0.0% | -0.4% | -1.9% | 11% | 0.6 | 51
Cc1ccccc1-n1c(O)c(C=Nc2ccc3c(c2)OCO3)c(=O)[nH]c1=O | 3% | i | -2% | 1.2 | -0.2% | 2.5% | -0.9% | 0% | 3.3 | 46
CC(C)c1ccc(N2C(=O)CC(=O)NC2=O)cc1 | -1% | · | -2% | · | -0.1% | -4.3% | · | 24% | -1.5 | 97
O=C1NC(=O)N(CCC2=CCCCC2)C(=O)/C1=C\c1cccs1 | -46% | i | 4% | 0.8 | 0.6% | 9.5% | -3.0% | 0% | -0.7 | 20
Cc1cccc(-n2c(O)c(/C=N/NC(=O)c3ccncc3)c(=O)[nH]c2=O)c1 | 23% | · | -2% | · | -0.3% | 1.6% | · | 14% | 1.5 | 47
CN1CCN(C(=O)COc2ccc(N(C)S(=O)(=O)c3ccc(F)cc3)cc2)CC1 | -11% | i | -5% | 1.1 | 0.0% | -3.8% | 0.1% | 22% | -1.2 | 62
COc1ccc(CCNCc2ccc(C)s2)cc1OC | -12% | i | -31% | 1.1 | 0.4% | -0.5% | · | -4% | 1.9 | 21
CC1=CC(=O)C2=C(C)CC(O)C3C(C)C(=O)OC3C12 (stereo not given) | 16% | i | 2% | 1.1 | 0.3% | -5.5% | -0.3% | -7% | -0.2 | 50
CCOCCCNC(=O)C1c2cc(OC)c(OC)cc2C(=O)N2CCCCC12 (stereo not given) | -14% | i | -7% | 1 | 1.2% | -2.7% | 0.2% | 5% | -0.2 | 79

# Screens: PubChem BioAssay, several laboratories
